Source: PubChem (several laboratories)
M1AAP inhibition = malaria alanyl aminopeptidase activity blockers – biochemical, fluorogenic H-Leu-NHMec substrate, 1536-well (AID 1445); recombinant M1AAP, H-Leu-NHMec fluorogenic kinetic assay; higher % means a stronger effect; inhibition, % at 30 µM; hits with a dose series show IC50 in µM; 220,000 compounds, 0.42% hits;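 active = primary inhibition above the hit cutoff, then over 50% inhibition at one or more dose response concentrations, cut at about 23% in these data, passing the limit was not always enough; inconclusive = conflicting primary data, or primary hits not chosen for dose response; inactive = low primary inhibition, or under 50% at every dose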;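 note: plate controls were DMSO full reaction for no effect and no enzyme background for full effect; strong numbers were not always called active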
P. falciparum M17LAP = P. falciparum M17LAP inhibitors, primary screen, biochemical, fluorogenic H-Leu-NHMec substrate, 1536-well (AID 1619) | recombinant M17LAP, H-Leu-NHMec fluorogenic kinetic assay; higher % means a stronger effect | inhibition, % at 30 µM, or IC50 in µM where a hit was titrated | 220,000 compounds, 0.38% hits;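 active = compound inhibiting the enzyme by more than half at any dose during confirmatory dose-response retesting; inconclusive = strong single-dose inhibitors picked by rank but not retested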;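 note: plate controls were full reaction with DMSO carrier for no effect and no enzyme background for full effect; strong numbers were not always called active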
UTI89 phage lysis = inhibition of K1F phage lysis, E. coli UTI89, bacterial capsule biogenesis inhibitors, alamar blue (AID 488966). E. coli UTI89 K1F phage lysis, alamar blue, 2 h; higher % means a stronger effect. 340,000 compounds, 0.02% hits. inhibition, % at 100 µM; hits with a dose series show IC50 in µM;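 active = phage lysis inhibition, versus mean bacterial control, above a set limit; inconclusive = no clear call, values can overlap the other calls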;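 note: capsule biogenesis inhibitors block K1F phage lysis so surviving cells raise fluorescence; higher fluorescence means more inhibition of phage lysis; actives were called in the ten point dose series up to 300 µM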
Hep lipid drop = hepatic lipid droplet formation modulation; AML12 mouse hepatocytes, oleate lipid droplets, BODIPY imaging; inhibition, % at 6.5 µM; 240,000 compounds, 0.4% hits;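 active = lipid droplet intensity inhibited by at least 50%, with more than 500 cells counted; inconclusive = wells with under 300 cells, treated as cytotoxic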
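Assay system: AML12 mouse liver cells | Compound: 6.5 µM single-point dosing | Schedule: Overnight exposure | Technique: Fluorescence imaging, 20x objective, two fields per well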
Siah-1 displacement = Siah-1 peptide-binding antagonists, primary screen, biochemical, fluorescence polarization, rhodamine-plectin, uHTS (AID 1817). Siah-1 / rhodamine-plectin peptide fluorescence polarization; higher % means a stronger effect. one-dose displacement, % at 20 µM; IC50 in µM for titrated hits. 290,000 compounds, 0.02% hits;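 active = displacement of at least 50% at 20 µM, with a fluorescence ratio check between 0.3 and a set limit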;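 note: plate controls were Siah plus tracer with DMSO for no effect and tracer alone without Siah for full effect; strong numbers were not always called active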
TNAP activation fold = human TNAP enzyme activators, primary screen, biochemical, luminescent, no phosphate acceptor, uHTS (AID 1001). purified TNAP, luminescent activation assay, no phosphate acceptor; higher activation fold means a stronger effect. activation fold at 20 µM; hits with a dose series show EC50 in µM. 200,000 compounds, 0.03% hits; in the data active = activation fold from about 3, or a potency from the dose series; inactive = the rest, 99 in 100 with activation fold below about 1.6; note: many of its hits are not listed in these tables
human PMI inhibition = MPI enzyme activity inhibition – biochemical, fluorescence intensity, coupled assay, primary screen (AID 1209). inhibition, % at 20 µM; hits with a dose series show IC50 in µM. 190,000 compounds, 0.42% hits. purified PMI enzyme, coupled fluorescence intensity; higher % means a stronger effect;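 note: plate controls were DMSO vehicle for no effect and wells lacking substrate for full effect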
human PMI inhibitors = human PMI inhibitors, high substrate, primary screen, biochemical, fluorescence intensity, high mannose 6-phosphate (AID 1220); recombinant PMI enzyme, coupled fluorescence intensity; higher % means a stronger effect; one-dose inhibition, % at 20 µM; IC50 in µM for titrated hits; 190,000 compounds, 0.66% hits
XIAP antagonists = XIAP antagonists, biochemical, IAP family, fluorescence polarization (AID 1018). displacement, % at 20 µM; hits with a dose series show IC50 in µM. 200,000 compounds, 0.007% hits. XIAP BIR domain, fluorescence polarization peptide displacement; higher % means a stronger effect; in the data active = displacement above about 50%; note: a part of the inactive calls stands beside numbers as strong as those of hits
Hep lipid drop cells 6.5 µM = second read-out of Hep lipid drop, no call of its own (marks repeat the call); cell count; measured here: cell count, cytotoxicity flag;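 cells counted across two imaged fields per well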
Active calls of the source: *; [ ] = dose if it differs, or a comment. Cut-off read from the data, not from the text of the source, unless noted: active = inhibition above about 50%; inactive = the rest. This is a random part of the collection; about 1.9% have a hit in one of these screens.

How did CCc1ccc2nc(NC(=O)c3ccc4c(=O)[nH]c(CN5CCOCC5)nc4c3)sc2c1 do in these assays?
M1AAP inhibition: 13%; P. falciparum M17LAP: -2%; Siah-1 displacement: -4%; TNAP activation fold: 1.3; human PMI inhibition: -18%; human PMI inhibitors: -14%; XIAP antagonists: -16%

What do the screens show for `COc1ccc(-c2nc(CCNC(=O)c3ccco3)cs2)cc1OC`?
M1AAP inhibition: 3%; P. falciparum M17LAP: -4%; UTI89 phage lysis: 1.8%; Hep lipid drop: 23; Siah-1 displacement: -3%; TNAP activation fold: 1; human PMI inhibition: 20%; human PMI inhibitors: 19%; XIAP antagonists: -7.1%; Hep lipid drop cells 6.5 µM: 732

Results for Cc1c(Nc2ccc3nonc3c2[N+](=O)[O-])c(=O)n(-c2ccccc2)n1C ?
M1AAP inhibition: 6%; P. falciparum M17LAP: 0%; UTI89 phage lysis: -0.3%; Hep lipid drop: -11; Siah-1 displacement: -4%; TNAP activation fold: 1; human PMI inhibition: -12%; human PMI inhibitors: 2%; XIAP antagonists: -2.5%; Hep lipid drop cells 6.5 µM: 736

How did CC(C(=O)NCCC1=CCCCC1)c1ccc([N+](=O)[O-])cc1 (stereo not given) do in these assays?
M1AAP inhibition: 2%; P. falciparum M17LAP: 0%; UTI89 phage lysis: 0.2%; Hep lipid drop: -24; Siah-1 displacement: 1%; TNAP activation fold: 1; human PMI inhibition: -1%; human PMI inhibitors: 3%; XIAP antagonists: 3.7%; Hep lipid drop cells 6.5 µM: 700

Results for CN1C(C(=O)NCC2CC2)CC2Cn3c(nc4cc(Cl)c(Cl)cc43)C21 (stereo not given) ?
M1AAP inhibition: 11%; P. falciparum M17LAP: 12%; UTI89 phage lysis: -0.5%; Hep lipid drop: -13; Siah-1 displacement: -1%; Hep lipid drop cells 6.5 µM: 713

Results for CCN(CC)CC#CCOC(c1ccccc1)c1ccccc1 ?
M1AAP inhibition: -2%; P. falciparum M17LAP: 2%; UTI89 phage lysis: 0.4%; Hep lipid drop: -1; Siah-1 displacement: 4%; TNAP activation fold: 1.1; human PMI inhibition: -16%; human PMI inhibitors: -6%; XIAP antagonists: -4.7%; Hep lipid drop cells 6.5 µM: 638

How did Cc1cc(NC(=O)CCC(=O)N(CC(=O)NC2CCCC2)Cc2cccs2)no1 do in these assays?
M1AAP inhibition: 6%; P. falciparum M17LAP: 7%; UTI89 phage lysis: inconclusive; Hep lipid drop: 9; Siah-1 displacement: 4%; TNAP activation fold: 1; XIAP antagonists: -3.9%; Hep lipid drop cells 6.5 µM: 702

What do the screens show for `COC(=O)CC(c1ccc(F)cc1)n1c(C)ccc1C` (stereo not given)?
M1AAP inhibition: 4%; P. falciparum M17LAP: -1%; UTI89 phage lysis: 0.6%; Hep lipid drop: -5; Siah-1 displacement: -1%; TNAP activation fold: 1; human PMI inhibition: 17%; human PMI inhibitors: 12%; XIAP antagonists: -5.5%; Hep lipid drop cells 6.5 µM: 714

How did CCC1(C)Cc2ccccc2-c2nc(NCCCO)[nH]c(=O)c21 (stereo not given) do in these assays?
M1AAP inhibition: 11%; P. falciparum M17LAP: -126%; UTI89 phage lysis: 0.1%; Hep lipid drop: -4; Siah-1 displacement: -2%; Hep lipid drop cells 6.5 µM: 735

What do the screens show for `Cc1nc(-c2cccc(NC(=O)c3cc4cc(Br)ccc4oc3=O)c2)cs1`?
M1AAP inhibition: -9%; P. falciparum M17LAP: -10%; UTI89 phage lysis: 1.1%; Siah-1 displacement: -5%; TNAP activation fold: 1; human PMI inhibition: 4%; human PMI inhibitors: -2%; XIAP antagonists: 1.9%

What do the screens show for `CCC(C)[C@H](NC(=O)NCc1ccco1)C(=O)OC` (stereo not given in full)?
M1AAP inhibition: -2%; P. falciparum M17LAP: -3%; UTI89 phage lysis: -0.9%; Hep lipid drop: -3; Siah-1 displacement: -8%; Hep lipid drop cells 6.5 µM: 676

What do the screens show for `CCOC(=O)c1c(NC(=O)CC2Nc3ccccc3NC2=O)sc(C)c1C` (stereo not given)?
M1AAP inhibition: 6%; P. falciparum M17LAP: 0%; UTI89 phage lysis: 3.2%[50 µM]; Hep lipid drop: 19; Siah-1 displacement: 12%; TNAP activation fold: 1.2; human PMI inhibition: 10%; human PMI inhibitors: 3%; XIAP antagonists: -2.2%; Hep lipid drop cells 6.5 µM: 715

What do the screens show for `O=C(O)c1ccccc1CSC1=NCCS1`?
M1AAP inhibition: -3%; P. falciparum M17LAP: -1%; UTI89 phage lysis: -0.1%; Hep lipid drop: 12; Siah-1 displacement: -3%; TNAP activation fold: 0.8; human PMI inhibition: -1%; human PMI inhibitors: -2%; XIAP antagonists: -9.4%; Hep lipid drop cells 6.5 µM: 690

Results for CNC(=O)N(O)C1N(/N=C/c2cccs2)C(=S)SC1(C)C (stereo not given) ?
M1AAP inhibition: 2%; P. falciparum M17LAP: 3%; UTI89 phage lysis: -0.4%; Hep lipid drop: 2; Siah-1 displacement: -1%; Hep lipid drop cells 6.5 µM: 714

Results for O=C(O)C1C2C=CC(C2)C1C(=O)Nc1nccs1 (stereo not given) ?
M1AAP inhibition: 6%; P. falciparum M17LAP: 7%; UTI89 phage lysis: -0.2%; Hep lipid drop: 15; Siah-1 displacement: 2%; TNAP activation fold: 1.1; human PMI inhibition: 0%; human PMI inhibitors: -1%; XIAP antagonists: -3.5%; Hep lipid drop cells 6.5 µM: 792

How did Cc1cc(C)nc(SCCC(=O)N2CCOCC2)n1 do in these assays?
M1AAP inhibition: -2%; P. falciparum M17LAP: 2%; UTI89 phage lysis: 3.2%; Hep lipid drop: 7; Siah-1 displacement: 11%; TNAP activation fold: 1.1; human PMI inhibition: -6%; human PMI inhibitors: -3%; XIAP antagonists: 2.3%; Hep lipid drop cells 6.5 µM: 756

Results for CCCCCOc1ccc(N2C(=O)CC(N(O)c3ccccc3)C2=O)cc1 (stereo not given) ?
M1AAP inhibition: 0%; P. falciparum M17LAP: -4%; UTI89 phage lysis: 0.6%; Siah-1 displacement: -2%; TNAP activation fold: 1.1; human PMI inhibition: -6%; human PMI inhibitors: -4%; XIAP antagonists: -1.6%

What do the screens show for `CC(NC(=O)c1ccccc1)c1nc2ccccc2n1Cc1ccccc1F` (stereo not given)?
M1AAP inhibition: 5%; P. falciparum M17LAP: 3%; Siah-1 displacement: -3%; TNAP activation fold: 1.1; human PMI inhibition: 5%; human PMI inhibitors: 3%; XIAP antagonists: -4.0%

Results for CC(C)=CC(=O)OCC(=O)Nc1cccc([N+](=O)[O-])c1 ?
M1AAP inhibition: 9%; P. falciparum M17LAP: -1%; UTI89 phage lysis: 4.4%; Hep lipid drop: -3; Siah-1 displacement: 3%; TNAP activation fold: 1; human PMI inhibition: -3%; human PMI inhibitors: -15%; XIAP antagonists: -0.7%; Hep lipid drop cells 6.5 µM: 681

How did COc1ccc(N(CC(=O)NCc2ccccc2OC)S(=O)(=O)c2c(C)nn(C)c2C)cc1 do in these assays?
M1AAP inhibition: 0%; P. falciparum M17LAP: 12%; UTI89 phage lysis: 2.1%; Siah-1 displacement: 1%; TNAP activation fold: 1.1; human PMI inhibition: 11%; human PMI inhibitors: 6%; XIAP antagonists: -2.8%

How did Cc1ccc(C(=O)N2CCN(c3ccc([N+](=O)[O-])c(NCc4cccnc4)c3)CC2)cc1 do in these assays?
M1AAP inhibition: 10%; P. falciparum M17LAP: 9%; UTI89 phage lysis: -0.5%[50 µM]; Hep lipid drop: -5; Siah-1 displacement: 3%; TNAP activation fold: 0.9; human PMI inhibition: 19%; human PMI inhibitors: 32%; XIAP antagonists: -8.4%; Hep lipid drop cells 6.5 µM: 594

What do the screens show for `CONC(=O)C1CCN(C(=O)OCc2ccccc2)CC1`?
M1AAP inhibition: 8%; P. falciparum M17LAP: 4%; UTI89 phage lysis: 0.1%; Hep lipid drop: -1; Siah-1 displacement: -2%; TNAP activation fold: 1; human PMI inhibition: 14%; human PMI inhibitors: 14%; XIAP antagonists: -2.0%; Hep lipid drop cells 6.5 µM: 708

Results for COc1ccc(S(=O)(=O)N2CCOC2CNC(=O)C(=O)NCCCn2ccnc2)cc1OC (stereo not given) ?
M1AAP inhibition: 1%; P. falciparum M17LAP: 8%; UTI89 phage lysis: -2.3%; Hep lipid drop: -19; Siah-1 displacement: 2%; TNAP activation fold: 1; human PMI inhibition: -9%; human PMI inhibitors: -10%; XIAP antagonists: -5.6%; Hep lipid drop cells 6.5 µM: 704

What do the screens show for `Cc1sc(=NC(=O)c2ccco2)n(C)c1-c1ccc(F)cc1`?
M1AAP inhibition: 1%; P. falciparum M17LAP: -10%; UTI89 phage lysis: 0.3%; Siah-1 displacement: 4%; TNAP activation fold: 1.1; human PMI inhibition: 10%; human PMI inhibitors: 4%; XIAP antagonists: -10%

What do the screens show for `Cc1cc(C)cc(NC(=O)CCCSc2nc3ccccc3[nH]2)c1`?
M1AAP inhibition: 1%; P. falciparum M17LAP: 10%; UTI89 phage lysis: 6.3%; Hep lipid drop: 8; Siah-1 displacement: -3%; TNAP activation fold: 1.2; human PMI inhibition: 14%; human PMI inhibitors: 15%; XIAP antagonists: -0.8%; Hep lipid drop cells 6.5 µM: 666

Results for CCS(=O)(=O)N1CCCC(C(=O)NCCc2ccccc2)C1 (stereo not given) ?
M1AAP inhibition: 12%; P. falciparum M17LAP: 2%; UTI89 phage lysis: 0.2%; Hep lipid drop: 1; Siah-1 displacement: 0%; TNAP activation fold: 1.1; human PMI inhibition: 5%; human PMI inhibitors: 0%; XIAP antagonists: -20%; Hep lipid drop cells 6.5 µM: 787

Gathered by group: those above with two or more sulfur atoms (two)
What do the screens show for `O=C(O)c1ccccc1CSC1=NCCS1`?
M1AAP inhibition: -3%; P. falciparum M17LAP: -1%; UTI89 phage lysis: -0.1%; Hep lipid drop: 12; Siah-1 displacement: -3%; TNAP activation fold: 0.8; human PMI inhibition: -1%; human PMI inhibitors: -2%; XIAP antagonists: -9.4%; Hep lipid drop cells 6.5 µM: 690

Results for CNC(=O)N(O)C1N(/N=C/c2cccs2)C(=S)SC1(C)C (stereo not given) ?
M1AAP inhibition: 2%; P. falciparum M17LAP: 3%; UTI89 phage lysis: -0.4%; Hep lipid drop: 2; Siah-1 displacement: -1%; Hep lipid drop cells 6.5 µM: 714
